# Screens deposited in PubChem BioAssay by National Center for Advancing Translational Sciences (NCATS).
# TRb-SRC2 inh: inhibitors of human thyroid hormone receptor beta-SRC2 interaction | P10828 | TRbeta-SRC2 peptide binding, fluorescence polarization; receptor liganded with 1 µM T3 | Potency, µM (doses to about 106 µM), inactives show at the highest dose activity change, negative = inhibition, most hits filed as inhibitors | 280,000 compounds, 0.065% hits | AID 1469;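 further: plate controls were bound peptide for no effect and peptide without receptor for full effect; nearly all actives have a fitted effect of over 50% in size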
#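 Fluorescence polarization of 20 nM Texas Red SRC2 peptide with 0.6 uM human TRb ligand-binding domain, in Tris buffer with 1uM T3 and 5% DMSO. Incubated 5 hr ambient; normalized to unbound and bound controls.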
# TR SRC2 fluor cs: Texas Red fluorescence interference in TRb-SRC2 counter-screen. TRb/SRC2 Texas Red total fluorescence interference. Potency, µM (series often up to 106 µM), without a hit: top-dose fluorescence change, negative = quenching. 280,000 compounds, 0.29% hits. AID 1479; active means well fitted curve in either direction with a large enough effect; inconclusive means small, poorly fitted or top-dose-only effect
#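 Human TRb ligand-binding domain at 0.6 uM with 20 nM Texas Red SRC2 peptide in Tris buffer containing 1 uM T3 and 5% DMSO, incubated with compound 5 h at ambient temperature. Total fluorescence (555/632 nm) calculated as parallel + 2 × perpendicular.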
# RECQ1 inh: inhibitors of human RECQ1 DNA helicase; Potency, µM (titrated, usually from 57.3 µM), for the others: top-dose activity, negative = inhibition, usual class: inhibitors; P46063; RECQ1 DNA unwinding, red fluorescence kinetic read; 240,000 compounds, 0.54% hits;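 further: plate controls were vehicle for no effect and no enzyme for full effect; nearly all actives have a fitted effect of over 30% in size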
# Target sequence (P46063 whole entry, looked up): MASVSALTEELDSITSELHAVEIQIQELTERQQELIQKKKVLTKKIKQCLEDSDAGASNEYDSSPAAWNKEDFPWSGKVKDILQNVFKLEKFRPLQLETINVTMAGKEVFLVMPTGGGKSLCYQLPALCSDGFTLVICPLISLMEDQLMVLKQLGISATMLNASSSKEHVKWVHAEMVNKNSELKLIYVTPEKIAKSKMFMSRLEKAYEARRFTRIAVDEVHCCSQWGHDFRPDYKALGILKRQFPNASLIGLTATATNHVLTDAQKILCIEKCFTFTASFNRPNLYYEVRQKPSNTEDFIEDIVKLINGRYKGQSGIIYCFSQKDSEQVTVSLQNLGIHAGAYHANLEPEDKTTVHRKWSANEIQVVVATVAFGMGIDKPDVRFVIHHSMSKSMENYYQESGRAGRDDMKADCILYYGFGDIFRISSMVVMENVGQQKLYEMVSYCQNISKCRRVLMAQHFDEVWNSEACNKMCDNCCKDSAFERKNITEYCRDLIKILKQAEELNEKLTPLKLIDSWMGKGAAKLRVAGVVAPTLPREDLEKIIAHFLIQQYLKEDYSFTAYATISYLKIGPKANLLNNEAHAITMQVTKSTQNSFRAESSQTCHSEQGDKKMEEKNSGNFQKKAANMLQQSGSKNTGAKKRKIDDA
#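 50 nM RECQ1T1 preincubated 15 min with compound in Tris pH 8.0 buffer with MgCl2, DTT, Tween-20 and 2.5 ug/ml poly(dI-dC); started with 200 nM TAMRA/BHQ-2 forked duplex and 2 mM ATP. Unwinding read as fluorescence (525/598 nm), two reads 2 h apart.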
# LMNA splice mod: LMNA splicing modulation; 200,000 compounds, 0.01% hits; HeLa LMNA splicing GFP/RFP minigene ratio, 48 h; Potency, µM (doses to about 46.1 µM), for the others: at the top dose ratio change, negative = inhibition, hits mostly inhibitors; AID 1487; active means well fitted inhibition curve with a large enough effect in the signal ratio, with a control signal flat, not every such curve was filed as active; inconclusive means small, poorly fitted or top-dose-only effect, or effect the other way, or a change in a side signal; the % refers to the signal ratio
#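 Read-out is the ratio of GFP to DsRed2 object intensity, acquired by 488 nm laser-scanning cytometry on HeLa lamin A-EGFP minigene reporter cells. Compound incubation 48 hrs at 37 °C in Opti-MEM with 2% FBS; DMSO 0.5% final.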
# * marks the source's active call; other numbers are inactive results; i = inactive; u = inconclusive; x = no result given; [ ] = another dose, or the depositor's remark. Unless noted, the call rests on the fitted dose curve; in most records, active means well fitted curve in the direction sought with a large enough effect; inconclusive means small, poorly fitted or top-dose-only effect, or another doubt; inactive means no such curve, though single readings can be large; an effect the other way counts as inactive or inconclusive. Unless noted, on the % scale 0 is the no-effect control and ±100 the full control effect; potency means the concentration at half of the fitted maximal effect.
Compound	TRb-SRC2 inh	TR SRC2 fluor cs	RECQ1 inh	LMNA splice mod
CCOc1ccc(CNC(=O)C2CCN(C(=O)N3CC(CC)Oc4ccc(C)cc43)CC2)cc1OC (stereo unspecified)	-5%	-2%	x	2%[46 µM]
Clc1cccc(-n2cc(-c3ccccc3)c3c(N4CCCCC4)ncnc32)c1	1%	-3%	x	u
CCc1ccc(NC(=O)C2(c3cccs3)CCOCC2)cc1	-1%	1%	x	18%[46 µM]
CCCCn1cc(S(=O)(=O)c2ccc(OC)cc2)c(=O)c2cc(F)c(N3CCCC3)cc21	-4%	7%	x	15%[46 µM]
Cc1ccccc1CNCCCSc1nnnn1C	1%	4%	x	11%[46 µM]
O=C(CN1C(=O)C2(SCC(=O)N2c2cccc(F)c2)c2ccccc21)NCCc1ccccc1 (stereo unspecified)	4%	1%	x	3%[46 µM]
O=C1CC(c2ccccc2)c2c(n3ncnc3[nH]c2=O)N1 (stereo unspecified)	4%	-2%	x	12%[46 µM]
Cc1cc(C)cc(NC(=O)NCCc2c(C)nn(C)c2C)c1	-1%	-1%	x	-28%[46 µM]
COc1cccc(N2CCN(c3ncnc4c3c(-c3ccccc3)cn4-c3ccc(F)cc3)CC2)c1	1%	-1%	x	u
Cc1ccc(NC(=O)c2ccc(=O)n(CC(=O)Nc3ccccc3)n2)cc1	0%	-1%	x	15%[46 µM]
CCN(Cc1ccccc1)C(=O)c1cc2ccc3cccnc3c2[nH]1	-7%	0%	x	-25%[46 µM]
CC(C)(CC(=O)OCC(=O)Nc1ccccc1F)CC1=NS(=O)(=O)c2ccccc2N1	3%	-4%	x	u
COc1ccc(-n2ncc(C(=O)NCc3ccccc3)c2C2CCN(C(=O)OC(C)(C)C)CC2)cc1	2%	-13%	x	-2%[46 µM]
COc1ccc(OC)c(CNS(=O)(=O)c2ccc3[nH]c4c(c3c2)CCCCC4)c1	-1%	-3%	x	u
O=c1c2ccccc2nc(/C=C/c2cccc3ccccc23)n1-c1ccc(F)cc1F	-1%	-2%	x	-20%[46 µM]
CCOC(=O)c1cccc(NC(=O)c2ccc3nc(CCc4ccccc4)oc3c2)c1	3%	-1%	x	9%[46 µM]
CCOC(=O)c1c(N)n(-c2ccc(C)c(Cl)c2)c2nc3ccccc3nc12	5%	-7%	x	-7%[46 µM]
O=C1CC(c2nc(-c3ccccc3)no2)CN1c1ccc2c(c1)OCCO2 (stereo unspecified)	-4%	0%	x	-2%[46 µM]
CCOc1ccc(CNC(=O)c2cc(=O)[nH]c3ccc(S(=O)(=O)N4CCCCC4)cc23)cc1	4%	-3%	x	-2%[46 µM]
COC(=O)c1scc(-c2ccc(C)cc2)c1S(=O)(=O)N1CCN(c2cccc(OC)c2)CC1	-6%	0%	x	-11%[46 µM]

# Following part
Compound	TRb-SRC2 inh	TR SRC2 fluor cs	RECQ1 inh	LMNA splice mod
Cc1ccc(OCC(=O)Nc2ccc(C(=O)OCc3cc(=O)n4c(C)csc4n3)cc2)cc1	-3%	0%	x	10%[46 µM]
Cc1ccc(-c2nc(C(=O)NCc3ccc(Cl)cc3)c3n2CCCCC3)cc1	5%	-3%	x	3%[46 µM]
CCOc1ccc(Sc2cc(C(=O)NCc3ccc(C)cc3)c3ccccc3n2)cc1	6%	-2%	x	-11%[46 µM]
Cc1ccc(-n2ncc(C(=O)N3CCN(c4cc(Cl)ccc4C)CC3)c2C2CCN(C(=O)OC(C)(C)C)CC2)cc1	-3%	0%	x	-12%[46 µM]
Cc1ccc(N(Cc2cccs2)C(=O)COc2ccccc2[N+](=O)[O-])cc1	4%	-12%	x	u
COc1ccc(NC(=O)c2cc3c(=O)n(Cc4cccnc4)ccc3nc2C)c(OC)c1	-1%	2%	x	8%[46 µM]
Cc1cccc(C)c1Nc1sc(C(=O)c2ccccc2)c(N)c1C(=O)Nc1ccc(F)cc1	5%	0%	x	-24%[46 µM]
Cc1cccc(-n2ncc(C(=O)N3CCN(C4CCCCC4)CC3)c2C2CCN(C(=O)OC(C)(C)C)CC2)c1	-4%	-4%	x	-15%[46 µM]
Cn1cnc(S(=O)(=O)N2CCC(C(=O)NCc3ccc(Cl)cc3)CC2)c1	5%	-2%	x	11%[46 µM]
O=c1cc2nc(-c3ccccc3)nc(SCCOc3ccc(Cl)cc3)n2[nH]1	2%	0%	x	u
CCCCN(C)CCNC(=O)c1c2c(nc3ccccc13)C(=O)N(C1CCCCC1)C2	-1%	-1%	x	u
Cc1ccc(CNC(=O)c2ccc(-c3nc(CN4CCc5ccccc54)c(C)o3)cc2)cc1	-2%	-4%	x	4%[46 µM]
Cc1ccc(NC(=O)Cn2cc(C(=O)c3ccco3)c3ccccc32)c(C)c1	5%	-1%	x	4%[46 µM]
CCOc1ccc(C(=O)NCC(c2ccc3c(c2)OCO3)N2CCN(c3ccc(F)cc3)CC2)cc1 (stereo unspecified)	1%	-7%	x	-5%[46 µM]
O=C(NCCCO)C(=O)NCC(c1ccc2c(c1)OCO2)N1CCOCC1 (stereo unspecified)	0%	-25%	x	-9%[46 µM]
Cc1cc(Cl)ccc1OCC(=O)N1CCC(c2nc3ccccc3s2)CC1	1%	6%	x	6%[46 µM]
CCc1ccc(NC(=O)CCn2cnc3ccccc3c2=O)cc1	-7%	2%	x	2%[46 µM]
Cc1nc(-c2ccc(S(=O)(=O)NCc3ccc(N(C)C)cc3)cc2)co1	1%	-17%	x	u
COc1ccc(Cn2ccnc2SCC(=O)Nc2nc3ccccc3s2)cc1	8%	0%	x	11%[46 µM]
O=C(c1ccc2c(c1)CCCC2)N1CCN(c2nc3ccc(F)cc3s2)CC1	-6%	1%	x	u

# Next part; it opens with the seven that closed the last part.
Compound	TRb-SRC2 inh	TR SRC2 fluor cs	RECQ1 inh	LMNA splice mod
CCOc1ccc(C(=O)NCC(c2ccc3c(c2)OCO3)N2CCN(c3ccc(F)cc3)CC2)cc1 (stereo unspecified)	1%	-7%	x	-5%[46 µM]
O=C(NCCCO)C(=O)NCC(c1ccc2c(c1)OCO2)N1CCOCC1 (stereo unspecified)	0%	-25%	x	-9%[46 µM]
Cc1cc(Cl)ccc1OCC(=O)N1CCC(c2nc3ccccc3s2)CC1	1%	6%	x	6%[46 µM]
CCc1ccc(NC(=O)CCn2cnc3ccccc3c2=O)cc1	-7%	2%	x	2%[46 µM]
Cc1nc(-c2ccc(S(=O)(=O)NCc3ccc(N(C)C)cc3)cc2)co1	1%	-17%	x	u
COc1ccc(Cn2ccnc2SCC(=O)Nc2nc3ccccc3s2)cc1	8%	0%	x	11%[46 µM]
O=C(c1ccc2c(c1)CCCC2)N1CCN(c2nc3ccc(F)cc3s2)CC1	-6%	1%	x	u
Cc1cccc(NC(=O)c2c(C)cc(C)nc2SCC(=O)Nc2c(C)cc(C)cc2C)c1	0%	-7%	x	8%[46 µM]
COc1ccc(CCNc2nc(SCc3ccc(F)cc3)nc3ccccc23)cc1OC	8%	3%	x	-9%[46 µM]
Cc1ccc(OCC(=O)Nc2ccccc2C(=O)OCc2cc(=O)n3ccsc3n2)cc1C	-3%	-1%	x	2%[46 µM]
COc1ccccc1C(=O)Nc1cccc(C(=O)OCc2cc(=O)n3nc(C)sc3n2)c1	-5%	1%	x	5%[46 µM]
Cc1cc(C)cc(-n2ccnc2SCC(=O)Nc2ccc3c(c2)OCO3)c1	3%	-28%	x	-2%[46 µM]
CCCCCCOc1ccc(C2C(=O)N(C3CCCCC3)CC(=O)N2CCC)cc1 (stereo unspecified)	-2%	0%	x	u
CCOC(=O)c1[nH]c(C)c(CCC(=O)NCc2ccc(OC)cc2)c1C	-2%	-2%	x	-9%[46 µM]
CC(C)OC(C)C	-2%	-9%	11%	x
COc1ccc(-c2ccc(OC)c(C3C4C=CCC(C)C4C(=O)N3Cc3ccccc3)c2)cc1OC (stereo unspecified)	6%	-1%	-9%	x
Cc1noc(C)c1-c1ccc2ncnc(NCc3ccc(C(F)(F)F)cc3)c2c1	4%	-2%	i	x
O=C1C[C@@H](c2ccc(O)c(O)c2)Oc2c1ccc(O[C@@H]1O[C@H](CO)[C@@H](O)[C@H](O)[C@H]1O)c2O	9%	-4%	-7%	x
CCCCCCCCCCCCCCCCCCCCCCCCCCCCCC	-15%	u	0%	x
CC(C)c1onc(-c2c(Cl)cccc2Cl)c1COc1ccc(/C=C/c2cccc(C(=O)O)c2)c(Cl)c1	u	-6%	32µM*	x
CCC1(c2ccc(O)cc2)NC(=O)NC1=O (stereo unspecified)	-5%	-1%	-7%	x
O=C(NCc1ccccn1)C1(C(F)(F)F)CC(CCCO)CCCO1 (stereo unspecified)	2%	0%	9%	x
COc1ccc(C2C=C3CNS(=O)(=O)C3CC2OC(=O)c2cccs2)cc1 (stereo unspecified)	6%	-2%	i	x
COc1ccc(C2/C=C\CN(S(=O)(=O)CC34CCC(CC3=O)C4(C)C)CC(=O)N2Cc2ccc(F)cc2)cc1 (stereo unspecified)	-3%	-1%	-11%	x
C[C@H]1C=CC(=O)C[C@H]1c1c(F)cccc1Cl	2%	-3%	i	x
COC(=O)C1=C[C@@H](C(=O)OC)C2C3=C(C(=O)[C@@]2(C)NC(=O)c2ccccc2)[C@H](C)n2c(=O)n(-c4ccccc4)c(=O)n2[C@@H]3C1 (stereo partly specified)	-4%	-1%	10%	x
CCN(CC)CCC(c1ccc(N(C)C)cc1)c1c(OC)cc(OC)c2c(C)cc(=O)oc12 (stereo unspecified)	-5%	-1%	6%	x

# Following part.
Compound	TRb-SRC2 inh	TR SRC2 fluor cs	RECQ1 inh	LMNA splice mod
COc1ccc(CN2CCC(=O)c3ccccc3S2(=O)=O)cc1	-5%	0%	i	x
C[C@H]1[C@H](C)CC[C@]2(C=O)CC[C@]3(C)C(=CC[C@@H]4[C@@]5(C)C[C@@H](O)[C@H](O)[C@@](C)(CO)[C@@H]5CC[C@]43C)[C@H]12	-8%	2%	6%	x
CC(=O)O[C@@H]1[C@@H](O)CN[C@@H]1Cc1ccccc1	-1%	-2%	6%	x
C/C(=C\C(=O)OCCCCCCCCC(=O)O)C[C@@H]1OCC(C[C@H]2O[C@H]2[C@@H](C)[C@H](C)O)[C@@H](O)[C@H]1O (stereo partly specified)	-2%	-3%	-11%	x
COc1ccc(C2/C=C\CN(S(=O)(=O)c3ccc(C)cc3)C(Cc3ccccc3)C(=O)N2Cc2ccc(F)cc2)cc1 (stereo unspecified)	5%	1%	-4%	x
CC(=O)OCC(NC(=O)C(C)NC(=O)OC(C)(C)C)C1OC(n2ccc(=O)[nH]c2=O)C(OC(C)=O)C1OC(C)=O (stereo unspecified)	-6%	0%	i	x
COc1ccc(OC)c(C2=Nn3c(nnc3-c3ccc(OC)c(OC)c3)SC2)c1	-7%	-1%	-3%	x
COc1cc(OC)c2c(c1C(CCN1CCCC(C)C1)c1ccc(N(C)C)cc1)OC(=O)CC2c1ccc(N(C)C)cc1 (stereo unspecified)	-1%	-1%	i	x
CC(C)ON(C(C(=O)NO)C(C)C)S(=O)(=O)c1ccc(-c2ccccc2)cc1 (stereo unspecified)	2%	0%	-6%	x
Cc1cccc(-c2[nH]c(C(C)(C)C)nc2-c2ccc3c(c2)OCO3)n1	5%	1%	-13%	x
CC1CC=CC2C1C(=O)N(Cc1ccccc1)C2c1ccc(F)c(Br)c1 (stereo unspecified)	4%	0%	i	x
COc1cc(NS(=O)(=O)c2cccc([N+](=O)[O-])c2)c2ncccc2c1	-5%	-1%	i	x
COC(=O)C(C(C)C)N1CC(=O)c2ccccc2S1(=O)=O (stereo unspecified)	-7%	-1%	i	x

# Only part of the results is shown, so the mix of outcomes need not match the whole.
